Compound activity from PubChem BioAssay.
KB-3-1 cytotox = KB-3-1 parental cell cytotoxicity; actives 1.4% (n = 400,000); KB-3-1 viability, CellTiter-Glo ATP luminescence, 72 h; AID 1347075; Potency, µM (highest dose often 46.1 µM), inactives show top-dose activity change, negative = cytotoxic, hits mostly cytotoxic; also: potency is read from the fitted curve at half-maximal effect; % is scaled to controls: 0 for no effect and ±100 for the full control effect; nearly all actives have a fitted effect of over 60% in size
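Here the drug-naive KB-3-1 line serves as comparator for MDR sub-line selectivity; cells received compound titrations, 72 h at 37 °C, then CellTiter-Glo readout.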
KB-V1 MDR tox = kills drug-selected multidrug resistant KB-V1 cells; Potency, µM (doses to about 46.1 µM), inactives show at the top dose activity change, negative = cytotoxicity, usual class: cytotoxic; KB-V1 MDR cells viability, CellTiter-Glo, 72 h; actives 3.4% (n = 400,000); also: potency is read from the fitted curve at half-maximal effect; % is scaled to controls: 0 for no effect and ±100 for the full control effect; nearly all actives have a fitted effect of over 60% in size
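Cytotoxicity via CellTiter-Glo luminescence after 72 h compound exposure at 37 degrees C. Cells: drug-selected KB-V1 line, DMEM phenol-red free plus 10% FBS. Compounds tested at multiple concentrations; normalized data fitted to concentration-effect curves.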
DRD3 agonist = activates the human D3 dopamine receptor. P35462. D3R DiscoveRx beta-arrestin cells, luminescence, 90 min. max activation, %. actives 0.58% (n = 410,000). AID 652048; in the data active = max activation above about 30%; also: 0% is about no effect; mostly tested at two doses, the higher about 12 µM
Target sequence (P35462 whole entry, looked up): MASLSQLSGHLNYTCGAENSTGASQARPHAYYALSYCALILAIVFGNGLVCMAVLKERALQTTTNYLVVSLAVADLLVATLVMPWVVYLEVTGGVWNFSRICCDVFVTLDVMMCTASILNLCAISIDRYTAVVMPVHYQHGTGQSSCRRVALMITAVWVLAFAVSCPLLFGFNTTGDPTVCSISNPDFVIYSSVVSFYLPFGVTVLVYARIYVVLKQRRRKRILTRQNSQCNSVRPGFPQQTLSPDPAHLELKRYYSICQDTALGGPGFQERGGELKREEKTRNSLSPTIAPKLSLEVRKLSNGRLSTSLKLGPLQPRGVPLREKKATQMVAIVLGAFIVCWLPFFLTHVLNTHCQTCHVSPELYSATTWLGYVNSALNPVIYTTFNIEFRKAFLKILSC
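Cells at 1500/well, incubated overnight, then treated with pinned compounds (dopamine as control) for 90 min at 37 degrees C. DiscoveRx reagent added for 30 - 60 minutes at room temperature; luminescence read.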
Active calls of the source: *; ? = inconclusive. Unless noted, calls follow the shape of the dose curve; as a rule, active = well fitted cell-killing curve with a large enough effect; inconclusive = small, poorly fitted or top-dose-only effect, or effect the other way; inactive = flat fitted curve, though single readings scatter. This is a subset (hit frequency here may not be typical).

The line under a structure holds: KB-V1 MDR tox, KB-3-1 cytotox, DRD3 agonist
COc1ccc(S(=O)(=O)NCC(c2ccc(N(C)C)cc2)N2CCc3ccccc32)cc1F (stereo not given)
 : 2%, -13%, -17
CCOc1ccc(NC(=O)c2c(NCc3ccc(C)o3)sc3c2CCC(C)C3)cc1 (stereo not given)
 : 6%, -10%, 0
Cc1cccc(OCC(=O)Nc2ccccc2OCc2cc(=O)n3cc(C)ccc3n2)c1
 : -1%, 2%, -1
COc1ccc2c(c1)c(CC(=O)Nc1c(C)cccc1C)c(C)n2C(=O)c1ccc(Cl)cc1
 : 11%, 7%, -4
O=C1C(=O)N(C2CCNCC2)CCN1Cc1ccccc1
 : 18%, 8%, -12
Cc1ccc(C)c(NC(=O)c2cc(S(=O)(=O)N3CCCCCC3)ccc2F)c1
 : 1%, 3%, 1
COc1ccc(C(=O)COC(=O)C(Cc2c[nH]c3ccccc23)NC(=O)c2ccc(C(C)(C)C)cc2)cc1 (stereo not given)
 : 2%, 3%, -10
COc1cccc(-c2nnc3sc(CN4CCCCC4)cn23)c1
 : -61%, 2.6µM*, -21
CCOC(=O)C1CCN(CC(=O)N2CCCc3c2c(=O)oc2ccc(OCc4ccccc4)cc32)CC1
 : 10%, -10%, -22
COc1cccc(OC)c1C(=O)Nc1nnc(C)s1
 : -4%, 4%, 6
COc1ccc(C(=O)c2oc3ccccc3c2NC(=O)COc2ccc(C)cc2)cc1
 : ?, -1%, -18
COCCNC(=O)c1cnc2sc(N3CCCCC3)nn2c1=O
 : 2%, 0%, 9
CC1CCN(c2nc(-c3ccc(C(C)(C)C)cc3)nc3ccccc23)CC1
 : 11%, 7%, -8
CCc1nnc2c3ccccc3nc(Nc3ccc(F)cc3C)n12
 : 0%, 0%, 10
CN1CCN(c2ncc3c(n2)CCN(Cc2cc(Br)cs2)C3)CC1
 : -5%, 4%, -16

The final 4 compounds of the section before are carried over, then new ones follow.
The line under a structure holds: KB-V1 MDR tox, KB-3-1 cytotox, DRD3 agonist
COCCNC(=O)c1cnc2sc(N3CCCCC3)nn2c1=O
 : 2%, 0%, 9
CC1CCN(c2nc(-c3ccc(C(C)(C)C)cc3)nc3ccccc23)CC1
 : 11%, 7%, -8
CCc1nnc2c3ccccc3nc(Nc3ccc(F)cc3C)n12
 : 0%, 0%, 10
CN1CCN(c2ncc3c(n2)CCN(Cc2cc(Br)cs2)C3)CC1
 : -5%, 4%, -16
CCc1ccc(NC(=O)C2CCCN(c3nn4cc(-c5ccc(OC)cc5)nc4s3)C2)cc1 (stereo not given)
 : ?, -14%, 13
CC1CCN(S(=O)(=O)c2ccc3c(c2)N(CC(=O)NC(C)C)C(=O)CS3)CC1
 : 6%, 0%, 1
COc1ccc2c(c1)NC(c1ccc(F)cc1)=NC(c1ccc(F)cc1)=N2
 : -2%, -6%, -18
O=C(NCCc1cccs1)c1ccc(Cn2c(SCc3ccccc3)nc3cccnc32)cc1
 : -9%, -17%, -5
CCN(C(=O)c1cc2c(s1)-c1c(C)cccc1OC2)c1cc(C)ccc1C
 : -12%, -19%, -17
CCOc1cc(C2NC(=O)c3c(sc4c3CCN(C)C4)N2)ccc1OC(=O)c1ccc(F)cc1 (stereo not given)
 : -14%, 9%, -2
Cc1cccc(Cc2c(C)nc3nc(SCc4cccc(F)c4)nn3c2C)c1
 : -18%, 6%, -18
CCCCNC(=O)c1ccc2c(c1)NC(=O)C(CS(=O)(=O)Cc1ccc(C)cc1)N2 (stereo not given)
 : 2%, 7%, 6
CCN(CC)CCCNC(=O)CN1C(=O)CCn2nc(-c3cn(C)c4ccccc34)cc21
 : 3%, 3%, -7
CCOC(=O)c1c(C)[nH]c(C)c1S(=O)(=O)N1CCCC(C(=O)N2CCN(c3ccc(Cl)cc3)CC2)C1 (stereo not given)
 : 0%, -11%, 13
Cc1cccc(N2CCN(c3ccc(NC(=O)c4ccccc4)cc3C(=O)O)CC2C)c1 (stereo not given)
 : 21%, 2%, -4
COc1ccc2c(c1)c(CC(=O)Nc1cc(C)cc(C)c1)c(C)n2C(=O)c1ccc(Cl)cc1
 : -16%, -2%, 1
CCOC(=O)c1cccc(NC(=O)c2cc3c(=O)n(Cc4cccnc4)ccc3nc2C)c1
 : -11%, -16%, 1
CCCOc1ccc(OC(=O)c2cn(-c3ccc(OC)cc3)c(=O)c3ccccc23)cc1
 : 4%, 1%, 8
CC(C)c1ccccc1Oc1c(C(F)(F)F)oc2c(CN3CCN(C)CC3)c(O)ccc2c1=O
 : 13%, -5%, -22

Single records (already shown).
Listed for CN1CCN(c2ncc3c(n2)CCN(Cc2cc(Br)cs2)C3)CC1 = KB-V1 MDR tox: -5%; KB-3-1 cytotox: 4%; DRD3 agonist: -16
Listed for CCN(C(=O)c1cc2c(s1)-c1c(C)cccc1OC2)c1cc(C)ccc1C = KB-V1 MDR tox: -12%; KB-3-1 cytotox: -19%; DRD3 agonist: -17
Listed for CCCOc1ccc(OC(=O)c2cn(-c3ccc(OC)cc3)c(=O)c3ccccc23)cc1 = KB-V1 MDR tox: 4%; KB-3-1 cytotox: 1%; DRD3 agonist: 8

2 records picked at random from those above, as already listed:
The line under a structure holds: KB-V1 MDR tox, KB-3-1 cytotox, DRD3 agonist
CCCOc1ccc(OC(=O)c2cn(-c3ccc(OC)cc3)c(=O)c3ccccc23)cc1
 : 4%, 1%, 8
COc1ccc2c(c1)c(CC(=O)Nc1cc(C)cc(C)c1)c(C)n2C(=O)c1ccc(Cl)cc1
 : -16%, -2%, 1

Remaining list, next part:
The line under a structure holds: KB-V1 MDR tox, KB-3-1 cytotox, DRD3 agonist
COc1cc(NC(=O)c2cc3cc4ccc(OC)c(Cl)c4nc3s2)cc(OC)c1
 : 13%, -3%, -9
CCCCCCOc1ccc(-c2nc3ccc(Br)cc3c(=O)o2)cc1
 : 0%, 7%, 0
Cc1cn2c(=O)c(S(=O)(=O)Nc3ccc(OC(F)(F)F)cc3)c(C)nc2s1
 : 0%, -22%, 7
CCc1ccccc1NC(=O)c1cc2nc(-c3ccc(Br)cc3)cc(C(F)(F)F)n2n1
 : 2%, -11%, -15
CCOC(=O)C1CCCN(C(=O)c2[nH]c3ccccc3c2Sc2ccc(Cl)cc2)C1 (stereo not given)
 : -9%, ?, -15
COc1c(C)cccc1C(=O)Nc1ccc(-c2nc3ccccc3s2)c(Cl)c1
 : 4%, 10%, 9
Nc1cc(=O)nc(SCC(=O)Nc2ccc(F)cc2)n1-c1ccccc1Cl
 : 5%, ?, 14
CCc1ccc(-c2[nH]c3c(c2-c2sc(C)c(C(=O)OC)c2O)c(=O)[nH]c(=O)n3C)cc1
 : 14%, ?, 8
CCc1ccc(-c2nn(CC(=O)NCc3ccccc3)c3c2cnc2ccc(C)cc23)cc1
 : ?, 12%, -8
CC(C)(C)OC(=O)N1CCC(c2c(C(=O)N3CCCCC3)cnn2-c2cccc(F)c2)CC1
 : -10%, -4%, -3
O=C(NCc1ccccc1)C(=O)Nc1ccc2nc3n(c(=O)c2c1)CCCCC3
 : 6%, 1%, 8
Cc1ccc(S(=O)(=O)Nc2cc(Cl)c3oc4c(c3c2)CCCC4)cc1
 : -13%, ?, 4
O=C(NCCC1=CCCCC1)C1CCN(C(=O)N2CCOc3ccccc32)CC1
 : -22%, -12%, 2
Cc1cc(C)c2oc(-c3cc(NC(=O)Cc4ccccc4)ccc3Cl)nc2c1
 : 26%, 3%, 6
CCc1ccccc1NC(=O)Cn1cc(C(=O)c2ccc(Cl)cc2)c(=O)c2ccc(C)nc21
 : 12%, -2%, -10
Cc1oc(-c2ccc(Cl)cc2)nc1CN1CCCC(C(=O)NCCc2ccc(Cl)cc2)C1 (stereo not given)
 : ?, ?, -17
O=C(NCc1ccccc1)c1ccc(CSc2nc3cccnc3n2Cc2ccccc2)cc1
 : ?, ?, -26
CCOc1ccc(-n2c(=O)c3c(C)c(C)sc3n(Cc3cc(=O)n4cc(Cl)ccc4n3)c2=O)cc1
 : 4%, -1%, 3
Cc1ccc2[nH]c3c(=O)n(CC(=O)NC(C)C)ncc3c2c1
 : -22%, 6%, 3
COc1cc(C2Nc3c(C)cc(C)cc3-c3cc(C)nn32)cc(OC)c1O (stereo not given)
 : ?, ?, 4
CCCCNc1sc(S(=O)(=O)CCC)nc1S(=O)(=O)c1ccc(C)cc1
 : 0%, -11%, -18
Cc1cc2oc(C(=O)Nc3cccc(-c4nc5ccccc5o4)c3)c(C)c2cc1Cl
 : -9%, -5%, -18
COc1ccc(N2CCN(C(CNC(=O)C(=O)NCc3ccc(C)cc3)c3cccnc3)CC2)cc1 (stereo not given)
 : -10%, -17%, 2
CCC(C)NC(=O)c1cc(-c2cccc(OC)c2)on1 (stereo not given)
 : 9%, -7%, 4
CCOC(=O)c1[nH]c2c(c1Cc1ccccc1OC)C(=O)CC(c1ccccc1)C2 (stereo not given)
 : 0%, 0%, -6
CCCCOC(=O)c1ccc(NC(=O)c2ccc3c(c2)CCCN3S(C)(=O)=O)cc1
 : ?, 4%, -1
CCOC(=O)c1cnc2c(ccc3ccccc32)c1Nc1cccc(C(F)(F)F)c1
 : -5%, 5%, -3
COc1cc(NC(=O)CN2C(=O)COc3ccc(S(=O)(=O)NC4CCCC4)cc32)cc(OC)c1
 : 8%, -11%, -11
CCc1ccc(NC(=O)CSC2=Nc3ccccc3C3=NC(CCC(=O)NCc4ccccc4)C(=O)N23)cc1 (stereo not given)
 : 6%, 2%, -10
Nc1nc(SCC(=O)Nc2cccc(C(F)(F)F)c2)n[nH]1
 : 28%, 0%, -25
Cc1ccc(S(=O)(=O)Nc2cc3c(C(=O)OCc4ccccc4)c(C)oc3c3ccccc23)c(C)c1
 : 17%, -15%, 19
Cc1ccc(CCNC(=O)c2ccc(Nc3nc4ccccc4n4nnnc34)cc2)cc1
 : 2%, 3%, 5
CCOC(=O)c1ccc(NC(=O)c2ccc3c(c2)CCN3S(=O)(=O)c2ccc(Cl)cc2)cc1
 : 4%, -23%, -6
CC(C)c1nn2c(=O)cc(COC(=O)COc3ccccc3F)nc2s1
 : 19%, 1%, 8
Cc1cccc(-c2nc3c(c(SCc4ccccc4Cl)n2)Cc2c(CO)cnc(C)c2O3)c1
 : 21%, 8%, 1
COc1ccc(-c2noc(-c3ccc(N4CCCCC4C)c([N+](=O)[O-])c3)n2)cc1OC (stereo not given)
 : 12%, 12%, 6
O=C(CN1C(=O)CC(c2ccccc2)=Nc2ccccc21)Nc1ccc(Br)cc1
 : -24%, -4%, -20
CN(Cc1ccccc1)c1ncnc2c1nnn2C
 : 5%, -1%, -11
NS(=O)(=O)c1ccc(CCNc2nccn(-c3cccc(C(F)(F)F)c3)c2=O)cc1
 : 10%, -1%, -8
CCOc1ccc(-c2cc(NC(=O)Nc3ccccc3Cl)c(C(=O)OC)s2)cc1
 : 11%, 6%, 0
Cc1cccn2c(Nc3ccc4c(c3)OCCO4)c(-c3ccc(Br)o3)nc12
 : ?, -3%, 44*
Cc1ccc(-n2ncc(C(=O)NC3CCCCC3)c2C2CCN(C(=O)OC(C)(C)C)CC2)cc1
 : -2%, -2%, -16
CS(=O)(=O)c1ncc(Cl)c(C(=O)N(Cc2ccc(Cl)cc2)Cc2ccco2)n1
 : -20%, -11%, -29
O=c1c(=O)n(Cc2c(F)cccc2Cl)ccn1Cc1ccccc1
 : 10%, 10%, -9
CCN(CC)CCCNC(=O)C(=O)Nc1ccc2nc3n(c(=O)c2c1)CCCCC3
 : 0%, 1%, 1
Cc1c(CC(=O)N2CCCCC2)c(=O)oc2c(C)c(O)ccc12
 : 12%, 19%, 7
CCC(C)Sc1oc(-c2ccco2)nc1S(=O)(=O)c1ccc(C)cc1 (stereo not given)
 : ?, ?, 0
